# From PubChem BioAssay
# FLuc inhib CS – Photinus pyralis luciferase inhibition counter-screen. P08659. ATPLite firefly luciferase biochemical luminescence, 10 min. inhibition, % at 10 µM. 200,000 tested, 1.5% active;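 active means inhibition above about 50% when tested at 10 µM, limit read from the data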
# FLuc stim CS – affects firefly luciferase, flagging false hits in luciferase stimulation screens | P08659 | ATPlite luciferase biochemical, luminescence, 10 min; 0 = ATP-free wells, 1 = DMSO control | activation factor at 10 µM | 200,000 tested, under 10 active | AID 1027;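 active means luciferase activation factor, scaled between plate controls, of at least 2 with compound at 10 µM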
#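 Material: luciferase plus luciferin reagent, cell-free. Medium: PBS buffer for ATP. Also added: ATP substrate, dispensed from a 10.24 µM working solution in PBS. Doses: test compounds dosed from 2 mM stocks in 100% DMSO. Incubation: 10 min post-reagent at room temperature. Technique: light output (luminescence). Read-out basis: luminescence gain marking luciferase activators.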
# bIAP activator – increases bovine intestinal alkaline phosphatase activity; activation factor at 20 µM; purified bovine IAP, CDP-star luminescence, 30 min; active compounds read high; fold of DMSO-control signal, blank-subtracted; 200,000 tested, 0.17% active; AID 1016;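 active means activation factor of 2 or more at 20 µM, a signal rise over negative controls twice the positive control's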
# TNAP inh hi DEA – blocks human TNAP under high phosphate acceptor concentration; 200,000 tested, 0.03% active; inhibition, % at 20 µM; AID 1135; purified TNAP, CDP-star luminescence, 1 M DEA;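 active means over 50% inhibition of tissue-nonspecific alkaline phosphatase at 20 µM in the single-dose screen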;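 further: plate controls were DMSO wells for no effect and EDTA-quenched wells as full inhibition for full effect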
# Target sequence (P05186 whole entry, looked up): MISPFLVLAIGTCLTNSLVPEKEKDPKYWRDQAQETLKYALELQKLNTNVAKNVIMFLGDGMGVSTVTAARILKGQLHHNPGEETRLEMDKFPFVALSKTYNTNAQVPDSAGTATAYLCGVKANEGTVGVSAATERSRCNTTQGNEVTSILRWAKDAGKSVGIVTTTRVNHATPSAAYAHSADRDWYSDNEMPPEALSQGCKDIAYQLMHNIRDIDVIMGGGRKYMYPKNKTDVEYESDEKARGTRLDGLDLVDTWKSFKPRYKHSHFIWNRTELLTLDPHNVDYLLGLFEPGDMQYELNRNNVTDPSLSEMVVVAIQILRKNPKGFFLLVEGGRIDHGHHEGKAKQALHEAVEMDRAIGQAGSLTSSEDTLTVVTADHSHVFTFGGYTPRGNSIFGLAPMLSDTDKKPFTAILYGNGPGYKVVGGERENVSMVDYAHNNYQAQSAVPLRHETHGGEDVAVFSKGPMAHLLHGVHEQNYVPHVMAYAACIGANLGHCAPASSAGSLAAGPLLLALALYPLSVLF
# PMI act hi M6P – PMI (human) activation, high substrate; P34949; AID 1216; activation factor at 20 µM; coupled PMI enzyme assay, resazurin fluorescence, 20 min; active compounds read high; 1 = untreated enzyme, 0 = substrate-free blank; 190,000 tested, 0.34% active;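 active means activation factor of 2 or more at 20 µM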
# Target sequence (P34949 whole entry, looked up): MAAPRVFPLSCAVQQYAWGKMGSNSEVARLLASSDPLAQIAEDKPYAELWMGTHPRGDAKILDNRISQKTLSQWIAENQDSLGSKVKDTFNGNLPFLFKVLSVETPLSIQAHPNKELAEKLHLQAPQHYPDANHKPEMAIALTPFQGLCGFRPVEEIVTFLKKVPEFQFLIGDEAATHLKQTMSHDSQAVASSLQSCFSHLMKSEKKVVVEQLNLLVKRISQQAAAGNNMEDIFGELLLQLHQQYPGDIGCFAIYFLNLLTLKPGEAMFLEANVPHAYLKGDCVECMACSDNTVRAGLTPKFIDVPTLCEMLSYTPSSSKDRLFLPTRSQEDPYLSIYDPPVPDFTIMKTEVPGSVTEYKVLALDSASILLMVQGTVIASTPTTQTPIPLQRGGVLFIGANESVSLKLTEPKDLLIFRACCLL
#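 Test system: human phosphomannose isomerase with PGI, G6PDH, diaphorase coupling enzymes; Amount: PMI at 15 ng/mL final; Reagent: Mannose-6-phosphate 1.0 mM (near-saturating) plus 0.22 mM NADP+; Timing: 20 min, room temperature; Technique: resorufin fluorescence at Ex 544/Em 590 nm; Dosing: 20 µM single dose.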
# PMI act – phosphomannose isomerase (human) activation; activation factor at 20 µM; P34949; 190,000 tested, 0.005% active; purified human PMI, coupled resazurin fluorescence, 20 min; active compounds read high; 1 = vehicle control, 0 substrate-free wells;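 active means activation factor of 2 or more at 20 µM, relative to plate controls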
# TNAP inh no acc – blocks human TNAP activity with no phosphate acceptor present; purified TNAP, CDP-star luminescence, 30 min; P05186; 200,000 tested, 0.26% active; inhibition, % at 20 µM;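 active means tissue-nonspecific alkaline phosphatase inhibition above about 50% at 20 µM in the single-dose screen, limit read from the data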;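 further: 0% = DMSO negative control and 100% = EDTA positive control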
# TNAP act hi DEA – TNAP (human) activation, high acceptor; P05186; purified TNAP, CDP-star luminescence, 1 M DEA, 30 min; active compounds read high; 0 = EDTA background, 1 = DMSO-only activity; activation factor at 20 µM; AID 1136; 200,000 tested, under 10 active;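 active means activation factor at least 2 at 20 µM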
#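 Assay system: human TNAP; Input: enzyme diluted 1/800 final; Reagent: CDP-star luminogenic substrate at 100 µM final; Timing: 30 min, room temperature; Signal: luminescence; Evaluation: TNAP activation factor scaled between EDTA and DMSO control wells.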
# NF-kB neuron act – NF-kB expression increase, human neuronal cells. NF-kB reporter expression; active compounds read high. fold change at 12.5 µM. 190,000 tested, 1.6% active. AID 1239; in the data active means fold change above about 3.3
# APP 5'UTR act – APP 5'UTR luciferase reporter activation | SH-SY5Y APP 5'UTR luciferase reporter, luminescence; zero percent = DMSO vehicle wells | activation, % at 2 µM | 190,000 tested, 1% active | AID 1276;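 active means activation above a set limit, based on mean plus 3 SD of controls, cut at about 140% in these data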; further: values of inactives mirror those of a sister screen read the other way
# An asterisk follows results filed as active; · = no result given.
SMILES,FLuc inhib CS,FLuc stim CS,bIAP activator,TNAP inh hi DEA,PMI act hi M6P,PMI act,TNAP inh no acc,TNAP act hi DEA,NF-kB neuron act,APP 5'UTR act
O=C(NCc1ccc(F)cc1)C1CCCN(S(=O)(=O)c2cccc3nsnc23)C1 (stereo not drawn),0,1,1,2,1,0.9,0,1,0.95,-13
COC(=O)c1ccccc1NC(=O)CSc1n[nH]c(CC(C)C)n1,2,1,1.4,1,1,1,22,1,0.98,12
CC(C)N(C(C)C)S(=O)(=O)c1ccc(Cl)nc1,-3,1,1,2,1.1,1.1,-6,1,1.1,-3
Cc1ccc(Nc2nc(C)cc(C)c2C(N)=O)cc1,-6,1.1,0.9,-4,1,1.1,-2,1,1.2,0
CCOC(=O)N/N=C/c1c(C)nn(-c2ccccc2Cl)c1Cl,43,0.6,0.9,-5,1,0.9,-6,1,1.9,55
COc1ccc(NCC(=O)Nc2ccccc2C#N)cc1Cl,-3,1,0.8,-6,0.9,0.9,-13,1.1,1.2,-15
O=C(COc1ccc2ccccc2c1)N/N=C/C1CC=CCC1 (stereo not drawn),-6,1.1,0.9,-4,0.9,0.9,-6,1,1.1,1
CCN(CC)C(=O)Cn1cc(S(=O)(=O)CC(=O)NCc2ccc3c(c2)OCO3)c2ccccc21,-9,1.1,1.1,-6,1.7,1.3,-10,1.1,0.88,5
Cc1sc(NC(=O)c2ccco2)c(C(c2ccccc2)N2CCC(C)CC2)c1C (stereo not drawn),-2,1,1.1,-2,1,0.9,-13,1,1.1,19
CC(C)c1ccccc1-n1c(SCC(=O)c2ccc3c(c2)NC(=O)CO3)nc2ccccc2c1=O,-4,1,1.2,-3,0.9,0.9,-7,1,0.39,23
O=c1nc2n(c3ncccc13)CCC2,-5,1.1,0.9,-5,0.9,0.9,-3,1.1,1.3,-10
Nc1ccc(C23CC4CC(CC(C4)C2)C3)cc1,-2,1,0.9,-1,0.9,0.9,-7,1,1,20
C/C(=N\NC(=O)Cc1ccc(F)cc1)c1ccc(O)cc1,0,1,0.9,4,1,0.9,1,1,0.87,18
Cc1ccc(C(C)NC(=O)Cn2nc(C)c([N+](=O)[O-])c2C)cc1 (stereo not drawn),-1,1,1.1,-1,0.9,0.7,-7,1,0.87,-3
Nc1c(N(CCO)C(=O)/C=C/c2ccco2)c(=O)[nH]c(=O)n1Cc1ccccc1,-2,1,1,1,0.9,1,2,1,1.1,-11
Cc1c(C#N)c(N)nc2c3c(sc12)NC(=O)CC3c1ccccc1 (stereo not drawn),0,1,1.2,-5,0.9,1,-11,1.1,1,15
Cc1ccc(-c2nnc(N3CCOCC3)c3ccccc23)cc1S(=O)(=O)NCc1cccnc1,-4,1,1.1,-1,1,1,-14,1,1.1,2
NNC(=O)c1cc(-c2ccco2)[nH]n1,-3,1,1.2,1,1,1,75*,1,1.2,-18
CCC(=O)Nc1ccc(/C(C)=N\NS(=O)(=O)c2ccc(C)cc2)cc1,1,1,0.9,-6,1,1,-10,1.1,1.2,7
O=C(CN1CCN(C/C=C/c2ccccc2)CC1)Nc1ccc(F)cc1F,-8,1.1,1.2,-2,1,1.1,-2,1,1.1,-19
C#CCOCCOCCOCCNc1nc(N2CCN(C(=O)Cn3cc(CCCCN)nn3)CC2)nc(N2CCN(C(=O)[C@H](C(C)C)n3cc(CCO)nn3)CC2)n1,-3,1,0.8,-4,1.2,1.2,-17,1,1.1,1
CCCc1cc2c(=O)c(-c3ccccn3)coc2cc1OC,10,0.9,1,-4,1.1,1.1,-7,1,3.9*,16
COc1ccccc1-n1c(=O)[nH]c2c(C(N)=O)nc(C3CCCCC3)nc21,-4,1,1.2,0,1,1.1,-8,1,0.96,5
CC(=O)c1cccc(NC(=S)NC(=O)c2ccc(Cl)cc2)c1,5,1,1.2,-3,0.9,0.9,20,1,2.5,10
C=C1N(C)c2cc([N+](=O)[O-])c(N)cc2C1(C)C,-4,1,0.8,24,0.2,0.1,24,0.8,1.1,3
Cc1cc(C)n(-c2ccc(C(=O)Nc3ccc(S(=O)(=O)NCc4ccco4)cc3)cc2)n1,0,1,0.9,1,0.9,0.9,-3,1,0.48,-6
CCOC(=O)C1(Cc2ccc(OC)cc2)CCN(C(=O)CN2CCCCC2=O)CC1,-6,1.1,1,-2,1,1,1,1,1.3,-11
N/C(Cc1ccc(Cl)cc1Cl)=N\OC(=O)Cc1ccc(Cl)cc1,1,1,1,-3,1,0.8,-26,1,0.94,-10
Cc1cc(N2CCN(S(=O)(=O)c3ccc(Cl)cc3)CC2)c2ccccc2n1,-8,1.1,1,-8,0.9,1,-2,1.1,0.47,-15
Cn1c(=NC(=O)C2=NNC(=O)CC2)sc2ccccc21,9,0.9,1.2,-5,1,1,-4,1,1.3,50

# Another view of 4 compounds above.
SMILES: Nc1ccc(C23CC4CC(CC(C4)C2)C3)cc1
  FLuc inhib CS: -2
  FLuc stim CS: 1
  bIAP activator: 0.9
  TNAP inh hi DEA: -1
  PMI act hi M6P: 0.9
  PMI act: 0.9
  TNAP inh no acc: -7
  TNAP act hi DEA: 1
  NF-kB neuron act: 1
  APP 5'UTR act: 20
SMILES: O=c1nc2n(c3ncccc13)CCC2
  FLuc inhib CS: -5
  FLuc stim CS: 1.1
  bIAP activator: 0.9
  TNAP inh hi DEA: -5
  PMI act hi M6P: 0.9
  PMI act: 0.9
  TNAP inh no acc: -3
  TNAP act hi DEA: 1.1
  NF-kB neuron act: 1.3
  APP 5'UTR act: -10
SMILES: O=C(NCc1ccc(F)cc1)C1CCCN(S(=O)(=O)c2cccc3nsnc23)C1 (stereo not drawn)
  FLuc inhib CS: 0
  FLuc stim CS: 1
  bIAP activator: 1
  TNAP inh hi DEA: 2
  PMI act hi M6P: 1
  PMI act: 0.9
  TNAP inh no acc: 0
  TNAP act hi DEA: 1
  NF-kB neuron act: 0.95
  APP 5'UTR act: -13
SMILES: NNC(=O)c1cc(-c2ccco2)[nH]n1
  FLuc inhib CS: -3
  FLuc stim CS: 1
  bIAP activator: 1.2
  TNAP inh hi DEA: 1
  PMI act hi M6P: 1
  PMI act: 1
  TNAP inh no acc: 75*
  TNAP act hi DEA: 1
  NF-kB neuron act: 1.2
  APP 5'UTR act: -18

# Continuation:
SMILES,FLuc inhib CS,FLuc stim CS,bIAP activator,TNAP inh hi DEA,PMI act hi M6P,PMI act,TNAP inh no acc,TNAP act hi DEA,NF-kB neuron act,APP 5'UTR act
CC1CN(C)C(c2ccccc2)C(C)C12NC(=O)NC2=O (stereo not drawn),-2,1,1,-5,1.1,1,-7,1.1,1.2,1
CN(C)Cc1c(-c2ccc(Cl)cc2)nc2ccccn12,16,0.8,1,-1,1.1,1.1,-4,1,2.9,65
Nc1nc(-c2cccs2)c(NC(=O)c2ccccc2)s1,-6,1.1,0.9,-4,0.9,0.9,2,1,1.1,2
CCN1CCN(CCCNC(=O)Cn2cc3c(n2)CCCC3)CC1,2,1,1,-2,1,1,-19,1,0.99,8
N/C(=N\OC(=O)c1cc(-c2ccccc2)nc2ccccc12)c1ccc(Cl)cc1,0,1,0.9,-4,1,0.9,-10,1,0.95,14
COc1ccc(Cl)cc1NC(=O)CNc1ccc(F)cc1C,-1,1,1,-4,0.8,0.8,-9,1,1,-2
CCOC(=O)c1noc(C)c1C(=O)Nc1cccc(F)c1,-1,1,0.9,0,1,0.9,-8,1,1.1,-13
Cc1cc(N2C(=O)CC(N3CCN(c4ccc(C(=O)c5cccs5)cc4)CC3)C2=O)no1 (stereo not drawn),-7,1.1,1,-1,1,1,-20,1,1.3,29
CCCCCCCNC(=O)COc1ccc2c(c1)C(=O)CC(C)(C)O2,-4,1,1,-2,1,1,-10,1,1.1,13
O=C(NN=C1CCCC1)C1COc2ccccc2O1 (stereo not drawn),-5,1.1,1,0,1,0.9,-3,1,1.1,-12
COc1ccc(N(C(=O)c2cccnc2)S(=O)(=O)c2ccc3c4c(cccc24)C(=O)N3C)cc1,-6,1.1,1,-4,1,0.9,18,1,0.72,-11
Cc1ccc(-c2nc(N)n(C(=O)c3ccco3)n2)cc1,1,1,0.9,2,1.1,1.1,31,1,1.5,-2
COC(=O)c1[nH]c2c(c1C)C(=O)CC(c1cc(OC)ccc1OC)C2 (stereo not drawn),-8,1.1,0.9,-5,0.9,1,-12,1.1,0.42,0
CC(O)c1nc2ccccc2n1C/C=C/c1ccccc1 (stereo not drawn),-6,1.1,1,1,0.9,0.9,-4,1,0.79,-8
CC(C)Oc1ccc(S(=O)(=O)N(C(C)C)C(C)C)cn1,-8,1.1,0.9,-1,1.1,1,-11,1,1.1,22
COc1ccc2[nH]c3c(N4CC(C)OC(C)C4)ncnc3c2c1 (stereo not drawn),-4,1,1.1,-5,1,0.9,-17,1.1,0.62,0
Cc1ccc2ncnc(Nc3ccc(C)c(C)c3)c2c1,-3,1,0.7,-8,0.9,1,-10,1.1,1.2,17
O=C(NCCCn1ccnc1)c1sc2cccc(F)c2c1Cl,-1,1,1,-3,0.9,0.9,1,1,1,24
COc1ccc(CSc2nnnn2Cc2ccccc2)cc1OC,-5,1,1.1,2,1,1,-6,1,1.5,-16
Cn1c(=NC(=O)c2cccc([N+](=O)[O-])c2)sc2ccccc21,8,0.9,1,-2,0.9,1,-3,1,4.2*,104
COC(=O)C1CCN(C(=O)/C=C/c2ccccc2)CC1,2,1,1,2,1.1,1,2,1,1.6,81
O=C(c1c(F)cccc1F)N(Cc1ccccn1)C1CCCC1,1,1,0.9,1,1,1,-7,1,1.2,9
CCCCCCCCC(=O)N/N=C(\C)c1ccco1,-5,1.1,0.9,-2,0.9,0.9,-4,1,1.1,10
CC(=O)N1CCN2C(=O)C1CCCC(=O)c1cc(C)ccc12 (stereo not drawn),7,0.9,1,4,1,1.1,-2,1,0.98,18
O=C(/C=C/Nc1cccc(C(F)(F)F)c1)c1ccco1,34,0.7,1,-1,·,·,-4,1,2.1,77
CCOc1ccccc1-c1nc(-c2cc3ccc(C)cc3[nH]c2=O)no1,-4,1,1.1,2,1,1,-1,1,1.3,-5
C/C(=N/NC(=O)c1sc(NS(=O)(=O)c2ccc(C)cc2)nc1C)c1sc(N)nc1C,6,0.9,1.2,4,1,1.1,-2,1,1,-21
CC12CCC(C(=O)NCCCN3CCOCC3)(OC1=O)C2(C)C (stereo not drawn),-6,1.1,1,-6,1.1,1.2,-4,1.1,1.1,6
NC(=O)C1CCN(C(=O)c2cc(S(=O)(=O)N3CCOCC3)c(Cl)cc2Cl)CC1,-4,1,0.9,-2,1,0.9,-6,1,1.1,8
CC1(C)Cc2c(c(-c3ccccc3)nc(N3CCCC3)c2C(N)=O)CO1,-6,1.1,0.9,-1,0.9,0.9,-8,1,1.2,13
COc1ccc(C(CNC(=O)c2ccc(S(=O)(=O)N(C)C)cc2)N2CCCC2)cc1 (stereo not drawn),-1,1,1.1,-4,1,1,-6,1,0.8,-10
NNC(=O)Nc1cccc(C(F)(F)F)c1,1,1,1.1,-4,1.1,1,-7,1,·,-6
O=C(CSc1nc2ccccc2n1CC(=O)N1CCCC1)Nc1ccc2c(c1)OCO2,1,1,1,-2,1,0.9,-9,1,0.74,-10
CCc1nc(N)c(C#N)c(-c2ccc(O)c(OC)c2)c1C,-5,1.1,1,-8,1,1.1,-11,1.1,0.87,1
